Runt-CBFb FRET: blocks binding of human RUNX1 Runt domain to CBFb | inhibition, % at 20 µM | Cerulean-Runt/Venus-CBFb FRET ratio 530/480, 1 h | actives 0.46% (n = 220,000) | Q01196+Q13951;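 active = inhibition over about 50% at 20 µM in the single-dose screen, limit read from the data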;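 also: 0% = DMSO wells and 100% = excess unlabeled CBFb competitor control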
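Assay system: Cerulean-Runt domain fusion protein, energy donor; Signal: fluorescence energy transfer, 422 nm excitation, 530/480 nm emission; Timing: 1 h compound exposure, room temperature; Control set: unlabeled CBFb; Medium: Tris buffer pH 7.5 with salts and BSA; Compound: single test concentration of 20 µM, 1% DMSO final; Probe or stimulus: Venus-CBFb 100 nM.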
MDM2 E3 inh: blocks human Mdm2 ubiquitin ligase activity; Q00987; cell-based MDM2 ubiquitination luciferase reporter, 2 h; 0 = plate control, 100 = twice control, blank-subtracted; signal enhancement, % at 5 µM; actives 0.11% (n = 210,000); AID 1230;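 active = signal enhancement of 30% or more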;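 also: luminescence tracks abundance of the self-degrading MDM2-luciferase fusion protein; higher signal means inhibition of MDM2 E3 ligase activity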
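system = mammalian cells stably expressing self-ubiquitinating, self-degrading MDM2 E3–luciferase fusion | quantity = 2000 cells per well seeded | incubation = 4 h cell settling then 2 h compound exposure, 37 °C | signal = SteadyLite luminescence, 15 min reagent step | benchmarks = plate control and blank wells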
EBV gp42 block: inhibitors of Epstein-Barr virus glycoprotein 42; Q1HVG2; Fluorescence polarization binding assay, mP read-out; inhibition, % (tested at 21.74 µM); actives 0.42% (n = 220,000); in the data active = inhibition above about 50%
Target sequence (Q1HVG2 whole entry, looked up): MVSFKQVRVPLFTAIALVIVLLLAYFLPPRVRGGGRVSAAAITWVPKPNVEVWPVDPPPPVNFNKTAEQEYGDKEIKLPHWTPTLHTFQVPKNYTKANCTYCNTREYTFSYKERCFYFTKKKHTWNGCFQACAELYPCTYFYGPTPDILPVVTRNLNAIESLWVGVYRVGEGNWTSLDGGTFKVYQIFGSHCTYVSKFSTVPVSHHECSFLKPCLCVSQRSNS
TbHK1 inh: T. brucei hexokinase 1 inhibition. actives 0.11% (n = 220,000). recombinant TbHK1, G6PDH-coupled NADH A340. inhibition, % at 10 µM;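 active = inhibition of 50% or more in the single-dose primary screen; inactive = inhibition below 50%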
Runt-SMMHC FRET: Runt domain-CBFb-SMMHC interaction inhibition. Cerulean-Runt/Venus-CBFb-SMMHC FRET ratio 530/480, 1 h. inhibition, % at 20 µM. actives 0.74% (n = 220,000). AID 1434;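 active = mean inhibition across duplicate retests at 20 µM reaching about 50%, limit read from the data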;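 also: 0% = DMSO wells and 100% = wells with excess untagged CBFb-SMMHC; inhibitors lower the FRET ratio by blocking Runt binding to CBFb-SMMHC; some results filed as inactive read as strong as hits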
zVAD death inh: L929 zVAD cell death inhibition. viability rescue, % at 10 µM. actives 0.38% (n = 220,000). AID 1377. L929 zVAD necroptosis rescue, ATP luminescence, 24 h; with zVAD 60 µM;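 active = activation, scaled between plate controls, above about 75%, limit read from the data; inactive = activation under that limit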;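 also: 0% = zVAD with DMSO and 100% = DMSO alone without zVAD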
Hck-Nef inh: inhibitors of human Hck kinase activated by Nef. actives 0.68% (n = 220,000). inhibition, % at 20 µM. Recombinant Hck-YEEI plus Nef, Z-Lyte FRET kinase assay. P08631;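 active = Hck-Nef kinase inhibition above about 50%, limit read from the data; inactive = inhibition below that limit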;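 also: 0% = DMSO with Hck plus Nef and 100% = Hck alone without Nef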
p47phox inh: inhibitors of human p47phox binding; actives 0.53% (n = 220,000); inhibition, % at 24.7 µM; AID 1274; p47phox/p22phox peptide binding, fluorescence polarization, 2 h; P14598;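 active = inhibition above about 30%, limit read from the data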;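 also: 0% = p47phox with labelled peptide and 100% = labelled peptide alone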
Target sequence (P14598 whole entry, looked up): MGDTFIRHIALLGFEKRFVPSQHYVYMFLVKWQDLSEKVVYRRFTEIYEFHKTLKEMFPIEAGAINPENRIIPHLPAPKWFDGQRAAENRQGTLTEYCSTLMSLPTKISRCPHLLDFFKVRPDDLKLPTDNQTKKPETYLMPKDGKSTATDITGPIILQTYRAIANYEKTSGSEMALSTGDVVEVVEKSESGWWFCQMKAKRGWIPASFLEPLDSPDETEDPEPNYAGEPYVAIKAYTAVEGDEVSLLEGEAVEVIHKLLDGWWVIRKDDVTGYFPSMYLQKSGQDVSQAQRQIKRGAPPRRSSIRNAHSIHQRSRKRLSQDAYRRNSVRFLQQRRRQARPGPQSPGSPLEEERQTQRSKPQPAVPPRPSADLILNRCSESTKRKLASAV
14-3-3 Bad PPI: disrupts binding of bovine 14-3-3 zeta to phospho-Bad peptide; inhibition, % at 21.7 µM; TR-FRET 14-3-3zeta/Dy647-pBad peptide displacement, 1 h; actives 0.71% (n = 220,000); P63103;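 active = inhibition above about 70%, limit read from the data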;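 also: 0% = full 14-3-3 plus peptide FRET controls and 100% = background without 14-3-3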
Target sequence (P63103 whole entry, looked up): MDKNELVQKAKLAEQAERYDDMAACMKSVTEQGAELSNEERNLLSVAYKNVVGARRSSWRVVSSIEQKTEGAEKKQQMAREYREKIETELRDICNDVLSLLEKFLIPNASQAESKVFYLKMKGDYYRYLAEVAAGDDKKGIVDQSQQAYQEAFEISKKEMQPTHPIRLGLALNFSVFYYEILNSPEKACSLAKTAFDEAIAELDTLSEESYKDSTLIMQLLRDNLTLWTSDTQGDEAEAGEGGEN
* = called active by the depositor; · = not tested or not shown; [ ] = another dose, or the depositor's remark. Outcome played no part in choosing rows, and some 3.2% of all compounds hit somewhere here.

SMILES	Runt-CBFb FRET	MDM2 E3 inh	EBV gp42 block	TbHK1 inh	Runt-SMMHC FRET	zVAD death inh	Hck-Nef inh	p47phox inh	14-3-3 Bad PPI
CCCC(=O)n1nc(-c2cccnc2)nc1NCc1ccc(OC)cc1	-9	-3	-2	-1	-5	80*	13	4	-7
Cc1ccc(CN2C3=NCCN3c3ccccc32)cc1	0	-34	-5	-3	-1	-0.8	0	-9	2
CC(C)(C)c1nc2ccccc2c2nnc(SCC(=O)NCc3ccco3)n12	0	-11	-6	8	2	0.1	3	-21	-4
O=C(NCc1ccco1)c1c(O)c2cccc3c2n(c1=O)CCC3	-2	0	-20	-3	-2	-0.6	-10	-13	3
CCCCc1cc(O)c(CCCC)c(O)c1	-1	5	7	-78	1	12	1	-14	-9[fluorescence artefact?]
CCc1cc[n+](C2=C([O-])c3ccccc3C(=O)/C2=N\S(=O)(=O)c2cccs2)cc1	-2	-14	18	-1	-10	1.5	6	-12	-7[fluorescence artefact?]
O=C(CSc1ccc(-c2cccnc2)nn1)N1CCCC1	-1	-3	-5	0	2	1.3	15	4	-4
C/C(CC(=O)Nc1ccc(Cl)cc1)=N\NC(=O)C(=O)N1CCCCC1	-1	-11	-9	6	3	0.9	15	-6	-5
Cc1ccc2cc3c(N)c(C(=O)Nc4c(C)[nH]c(=O)[nH]c4=O)sc3nc2c1	12	-10	48	-10	2	1.9	0	-26	-9
COc1ccccc1NC(=O)c1nnn(CC(=O)Nc2ccccc2)c1N	-2	·	-6	3	-7	-0.1	0	-16	0
COc1ccc(N=Cc2c(O)cc(C)oc2=O)cc1	-2	-17	6	-1	-7	1.9	22	-1	-26
CC(C)OC(=O)CCC(=O)Nc1nc2ccccc2s1	-3	-9	-8	2	2	5.5	0	6	-9
O=C(CSc1nnc(-c2ccc([N+](=O)[O-])cc2)o1)Nc1ccccn1	1	-13	-11	-8	1	2.2	23	6	0
CC(=O)Nc1cccc(C(=O)N2CCN(Cc3ccccc3)CC2)c1	3	-17	-3	7	-2	-0.6	0	-8	0
COc1cccc(CNC(=S)Nc2cc(C)ccc2C)c1	2	3	-7	-1	-6	-2.5	16	4	-7
NC(=O)COC(=O)CC1CC2CCC1C2 (configuration not stated)	1	-24	-18	2	-2	1.6	-1	-9	-4
O=C(Cc1ccccc1)NC(NNc1ccccc1)(C(F)(F)F)C(F)(F)F	-1	·	-14	2	4	0.2	-3	-4	6[fluorescence artefact?]
O=C(c1cccc([N+](=O)[O-])c1)N1CCN(c2n[nH]c(=O)[nH]c2=O)CC1	-1	·	-10	-13	0	-1.0	25	-18	-4
O=C(NC1CCCCC1)C1CC(=O)N(c2cccc([N+](=O)[O-])c2)C1 (configuration not stated)	1	-9	-1	-2	3	2.0	18	-10	0
OCc1nnc2c3ccccc3c(-c3ccccc3)nn12	0	-7	-4	0	1	-0.2	1	-7	-5
CC(=O)Nc1ccc(C(=O)/C=C/c2ccc[nH]2)cc1	6	-2	-33	-24	-31	-0.1	8	-14	-5
O=C(Nc1cccc(C(=O)O)c1)/C(=C\c1ccc2c(c1)OCO2)NC(=O)c1ccc(Br)o1	-1	-13	-22	-26	0	0.3	17	-8	7
Nc1[nH]n2c(=O)c3c(nc2c1N=Nc1ccc(Cl)cc1)CCCC3	-7	-11	3	0	-6	0.0	2	-35	-4
COc1ccc(NC(=S)NCCc2ccc(S(N)(=O)=O)cc2)c(OC)c1	4	27	-25	-1	-1	1.7	25	0	-20

One compound at a time (already shown):
O=C(NCc1ccco1)c1c(O)c2cccc3c2n(c1=O)CCC3 reads Runt-CBFb FRET = -2; MDM2 E3 inh = 0; EBV gp42 block = -20; TbHK1 inh = -3; Runt-SMMHC FRET = -2; zVAD death inh = -0.6; Hck-Nef inh = -10; p47phox inh = -13; 14-3-3 Bad PPI = 3
OCc1nnc2c3ccccc3c(-c3ccccc3)nn12 reads Runt-CBFb FRET = 0; MDM2 E3 inh = -7; EBV gp42 block = -4; TbHK1 inh = 0; Runt-SMMHC FRET = 1; zVAD death inh = -0.2; Hck-Nef inh = 1; p47phox inh = -7; 14-3-3 Bad PPI = -5

(list continues)
SMILES	Runt-CBFb FRET	MDM2 E3 inh	EBV gp42 block	TbHK1 inh	Runt-SMMHC FRET	zVAD death inh	Hck-Nef inh	p47phox inh	14-3-3 Bad PPI
COC(=O)c1cn(NC(=O)c2cc([N+](=O)[O-])ccc2F)c(=O)c2ccccc12	1	-7	-4	-9	2	40	-1	3	-6
CN(C)c1ccc(C(=O)OCC(=O)NCC2CCCO2)cc1 (configuration not stated)	-1	-13	-12	-38	-2	0.0	1	-7	9
COc1ccc(C(CCN2CCCC(C)C2)c2c(OC)cc(OC)c3c(-c4ccccc4)cc(=O)oc23)cc1 (configuration not stated)	1	-14	-9	-13	1	14	23	-2	-2
CCN(CC)c1ccc(NC(=O)/C=C/c2cc(Br)ccc2OC)cc1	2	1	-21	-12	-9	12	0	-13	7[fluorescence artefact?]
C#CCOC(=O)CCCC(=O)Nc1ccccc1OC	-2	-7	-17	-2	3	0.9	-4	-6	-4[fluorescence artefact?]
Cc1cc(NC(=O)CN(C)CCOc2ccccc2)ccc1Br	-7	-5	-1	-2	-5	1.2	22	-13	2
Cc1ccc(-c2nc3ncccc3o2)cc1NC(=S)NC(=O)c1ccco1	2	-4	-9	-1	-2	2.7	-25	-17	-5
CCOc1ccc(C(C(=O)NC2CCCCC2)N(C(=O)c2ccco2)c2ccc(-n3cnnn3)c(C)c2)cc1 (configuration not stated)	-2	-5	-3	-14	-1	-1.5	7	-11	-10[fluorescence artefact?]
O=C(Nc1ccc2c(c1)OCO2)N1CCN(c2ncccn2)CC1	8	-3	-6	5	3	-0.3	-1	-16	-9
Cc1ccc(C(=O)CC(C(=O)O)P(=O)(c2ccccc2)c2ccccc2)cc1 (configuration not stated)	-1	2	-19	-6	-3	-0.7	10	-14	-3
Cc1cc(C(=O)Nc2ccccc2N2CCOCC2)c(C)o1	2	-14	-1	0	1	0.2	-3	-9	-9
N#CC1=C(N)N(c2ncn[nH]2)C2=C(C(=O)CCC2)C1c1ccccc1 (configuration not stated)	-13	3	-1	-10	2	1.6	23	-10	-13
COc1cccc(C(=O)N2CCn3c2nc2ccccc23)c1	2	-15	-9	5	-2	-0.1	19	-8	0
CCc1nc2c(C#N)c(-c3ccc(Cl)cc3)ccn2n1	0	-1	1	-9	-2	0.9	6	-9	-6
C=CCN1c2ccccc2[C@]23C[C@@H](C(=O)OC)N=C2NC(C(=O)OC)=C(C(=O)OC)[C@H]13	0	6	-13	-23	1	0.1	22	-5	-3
CCCS(=O)(=O)N1CCN(Cc2ccc3c(c2)c2ccccc2n3CC)CC1	-9	5	-13	-14	-1	3.6	2	-17	20
CC(C)OC(=O)c1cc(NC(=S)Nc2ccc([N+](=O)[O-])cc2)cc(C(=O)OC(C)C)c1	0	-50	-3	-4	-1	1.1	0	-20	7[fluorescence artefact?]
O=C(NC(=S)Nc1ccc(Cc2ccncc2)cc1)c1ccccc1	-3	-6	-3	-3	1	0.0	28	-6	-13[fluorescence artefact?]
Cc1cccc(N(Cc2cc3ccccc3[nH]c2=O)C(=O)c2cccs2)c1	1	-10	-5	-4	3	-0.7	6	-15	0
CCCC(C)(C)NC(=O)CCCCC(=O)NC(C)(C)CCC	-2	-22	-3	2	2	-0.1	1	-5	-2
CCOc1ccccc1NC(=O)CCC(=O)Nc1ccccc1OCC	1	-10	-6	-8	-7	-0.1	1	-5	3
COC(=O)C1=C(C)n2cnnc2NC1c1ccc(Cl)cc1 (configuration not stated)	0	-19	-5	10	2	1.6	1	-6	-1
CCN(CC)S(=O)(=O)c1ccc(OC)c(NC(=S)Nc2cccc(C)c2C)c1	-2	-10	9	33	3	0.2	6	0	2
O=CN1CCC(=O)N(Cc2ccccc2)c2ccccc21	-1	-4	-11	1	10	3.1	-1	3	0

Reformatted as comma-separated lines: twelve of the compounds above
SMILES,Runt-CBFb FRET,MDM2 E3 inh,EBV gp42 block,TbHK1 inh,Runt-SMMHC FRET,zVAD death inh,Hck-Nef inh,p47phox inh,14-3-3 Bad PPI
Cc1cc(C(=O)Nc2ccccc2N2CCOCC2)c(C)o1,2,-14,-1,0,1,0.2,-3,-9,-9
N#CC1=C(N)N(c2ncn[nH]2)C2=C(C(=O)CCC2)C1c1ccccc1 (configuration not stated),-13,3,-1,-10,2,1.6,23,-10,-13
COc1cccc(C(=O)N2CCn3c2nc2ccccc23)c1,2,-15,-9,5,-2,-0.1,19,-8,0
CCc1nc2c(C#N)c(-c3ccc(Cl)cc3)ccn2n1,0,-1,1,-9,-2,0.9,6,-9,-6
C=CCN1c2ccccc2[C@]23C[C@@H](C(=O)OC)N=C2NC(C(=O)OC)=C(C(=O)OC)[C@H]13,0,6,-13,-23,1,0.1,22,-5,-3
CCCS(=O)(=O)N1CCN(Cc2ccc3c(c2)c2ccccc2n3CC)CC1,-9,5,-13,-14,-1,3.6,2,-17,20
CC(C)OC(=O)c1cc(NC(=S)Nc2ccc([N+](=O)[O-])cc2)cc(C(=O)OC(C)C)c1,0,-50,-3,-4,-1,1.1,0,-20,7[fluorescence artefact?]
O=C(NC(=S)Nc1ccc(Cc2ccncc2)cc1)c1ccccc1,-3,-6,-3,-3,1,0.0,28,-6,-13[fluorescence artefact?]
Cc1cccc(N(Cc2cc3ccccc3[nH]c2=O)C(=O)c2cccs2)c1,1,-10,-5,-4,3,-0.7,6,-15,0
CCCC(C)(C)NC(=O)CCCCC(=O)NC(C)(C)CCC,-2,-22,-3,2,2,-0.1,1,-5,-2
CCOc1ccccc1NC(=O)CCC(=O)Nc1ccccc1OCC,1,-10,-6,-8,-7,-0.1,1,-5,3
COC(=O)C1=C(C)n2cnnc2NC1c1ccc(Cl)cc1 (configuration not stated),0,-19,-5,10,2,1.6,1,-6,-1

Carrying on.
SMILES	Runt-CBFb FRET	MDM2 E3 inh	EBV gp42 block	TbHK1 inh	Runt-SMMHC FRET	zVAD death inh	Hck-Nef inh	p47phox inh	14-3-3 Bad PPI
CC(NC(=O)c1ccc(N2CCCC2=O)cc1)c1ccccc1 (configuration not stated)	-3	-10	-16	0	0	0.4	0	-9	-8[fluorescence artefact?]
CC(C)c1ccc(NC(=O)COc2nnc(-c3cccs3)c(-c3cccs3)n2)cc1	-7	-6	-31	-2	-22	0.0	3	-59	-32
Cc1ccc(-c2nnc(-c3ccncc3)n2-c2ccc(C)cc2)cc1	-2	-3	-13	4	-34	0.3	-1	-7	4
O=C(c1ccc2c(=O)n(CC3CCCO3)c(=S)[nH]c2c1)N1CCN(c2ccccc2)CC1 (configuration not stated)	-1	3	-22	0	5	0.3	5	-5	0
CC1(C)CC(=O)C(C2c3ccccc3Oc3ccccc32)C(=O)C1	0	5	-9	2	5	-0.1	0	-5	-9[fluorescence artefact?]
CCN1CCCC(NC(=O)c2scc3c2CCCC3)C1 (configuration not stated)	2	-13	-7	5	-3	0.4	0	-3	1[fluorescence artefact?]

Screening data: PubChem BioAssay, several laboratories
